TDP2 inh – TDP2 (human) inhibition, absorbance primary screen | inhibition, % at 12.8 µM | 370,000 tested, 0.34% active | recombinant TDP2, T5PNP hydrolysis, p-nitrophenol absorbance 415 nm | O95551 | AID 720702;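 active means inhibition above the mean of all tested compounds plus 3 SD, set per campaign, cut at about 25% in these data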;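 further: 0% = DMSO with enzyme and 100% = buffer with substrate but no TDP2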
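Assay system: recombinant human TDP2 / Reagent: T5PNP substrate at 5 mM, a TopII-DNA adduct mimic / Measured by: epi absorbance from released p-nitrophenol / Evaluation: % inhibition relative to enzyme-containing and enzyme-free wells / Control set: enzyme-free and DMSO wells / Replicates: each compound tested once, singlicate / Schedule: enzyme reaction with compound for 2 h at 37 °C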
PRMT1 inh – PRMT1 (human) inhibition, primary screen; recombinant PRMT1, activity-based probe fluorescence polarization; inhibition, % at 2.79 µM; 370,000 tested, 1.3% active; AID 652257;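 active means inhibition above about 21% made by adding two undisclosed values, limit read from the data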
Target sequence (Q99873 whole entry, looked up): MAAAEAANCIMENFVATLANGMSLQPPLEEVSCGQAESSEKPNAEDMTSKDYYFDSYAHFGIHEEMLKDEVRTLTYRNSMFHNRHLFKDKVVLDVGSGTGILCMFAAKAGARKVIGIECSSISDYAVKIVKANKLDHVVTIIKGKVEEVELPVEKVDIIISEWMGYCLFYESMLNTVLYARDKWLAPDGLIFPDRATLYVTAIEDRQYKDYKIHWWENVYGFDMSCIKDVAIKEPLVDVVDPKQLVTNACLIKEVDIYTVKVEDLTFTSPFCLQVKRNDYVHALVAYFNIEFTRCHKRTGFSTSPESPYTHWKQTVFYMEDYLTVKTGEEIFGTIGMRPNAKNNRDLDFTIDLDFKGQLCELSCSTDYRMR
HTRA1 inh – inhibitors of human serine peptidase HTRA1. Q92743. AID 504803. inhibition, % at 5.96 µM. 340,000 tested, 0.5% active. recombinant HTRA1, FP-rhodamine activity-based probe, fluorescence polarization; in the data active means inhibition above about 36%;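 further: 0% = enzyme with DMSO and 100% = wells lacking enzyme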
PG9 binder – binds the HIV-1 gp120 antibody PG9 | TR-FRET gp120-PG9 antibody binding | inhibition, % at 6.7 µM | 360,000 tested, 0.43% active | AID 624416; in the data active means inhibition above about 8.5%
TCR CD3 inh – human TCR-CD3 binding inhibition; TAMRA-labeled TCR probe fluorescence, biochemical; inhibition, % at 9.4 µM; 360,000 tested, 0.37% active; in the data active means inhibition above about 19%;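 further: recombinant mutant TCR 2C K166C tagged with TAMRA read by polarization; 0% = receptor in buffer alone and 100% = receptor with positive control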
LEDGF integ inh – blocks HIV-1 LEDGF/p75-dependent DNA integration. TR-FRET IN-LEDGF/p75 DNA integration, Eu/Cy5. inhibition, % at 3.7 µM. 370,000 tested, 0.64% active. AID 743269;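 active means inhibition above the screen-wide mean plus 3 SD, cut at about 13% in these data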;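 further: signal is the Cy5 over europium emission ratio at 671 and 618 nm; 0% = plate median of compound wells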
ABHD4 inh – ABHD4 (mouse) inhibition, primary FP screen. Q8VD66. purified mABHD4, FP-Rh probe fluorescence polarization. inhibition, % at 8.92 µM. 370,000 tested, 0.54% active;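 active means inhibition exceeding the mean over every tested compound plus 3 SD, cut at about 30% in these data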;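 further: 0% = plate median of compound wells and 100% = S159A mutant with DMSO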
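assay system = mABHD4 protein | compound dosing = single nominal dose of 8.92 µM, 0.89% DMSO final | read-out basis = percent inhibition of probe binding, normalized to plate controls | schedule = Enzyme–compound pre-incubation 45 min, then probe 60 min, both 25 °C | detection = fluorescence polarization, excitation 525 nm, emission 598 nm, BODIPY TMR filters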
rCAG binder – r(CAG) repeat RNA binding; TO-PRO-1 dye displacement fluorescence; inhibition, % at 3 µM; 370,000 tested, 1.3% active;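 active means inhibition above the plate cutoff, the mean of all test compounds on that plate plus 3 SD, cut at about 35% in these data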;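 further: 0% = DMSO alone and 100% = 100 µM mitoxantrone as full dye displacement; higher means more dye released from RNA so lower well fluorescence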
SIAE primary – human SIAE inhibition, primary screen; SIAE FP-Rh probe binding, fluorescence polarization; Q9HAT2; 370,000 tested, 0.69% active; inhibition, % at 9.66 µM; AID 1053197;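 active means inhibition above a cutoff: mean of compounds within the control limits plus 3 SD of those, cut at about 17% in these data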;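 further: 0% = plate median of compound wells and 100% = probe without SIAE protein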
Target sequence (Q9HAT2 whole entry, looked up): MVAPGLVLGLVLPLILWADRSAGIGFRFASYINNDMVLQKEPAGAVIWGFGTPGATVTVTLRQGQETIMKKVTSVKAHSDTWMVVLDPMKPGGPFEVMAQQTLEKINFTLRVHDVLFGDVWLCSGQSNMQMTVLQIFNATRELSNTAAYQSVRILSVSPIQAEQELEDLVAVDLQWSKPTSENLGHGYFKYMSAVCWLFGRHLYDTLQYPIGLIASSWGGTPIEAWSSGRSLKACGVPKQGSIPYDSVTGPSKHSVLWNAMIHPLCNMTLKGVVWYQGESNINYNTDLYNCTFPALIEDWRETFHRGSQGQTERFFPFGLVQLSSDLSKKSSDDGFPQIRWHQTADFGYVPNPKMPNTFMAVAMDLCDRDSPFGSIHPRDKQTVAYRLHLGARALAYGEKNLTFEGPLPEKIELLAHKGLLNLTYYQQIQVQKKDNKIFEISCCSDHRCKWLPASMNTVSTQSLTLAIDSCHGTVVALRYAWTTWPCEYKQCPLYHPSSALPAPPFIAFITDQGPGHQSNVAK
NR1D1 modulator – modulates human Rev-erb alpha binding to DNA; P20393; Rev-erbα–FITC-DNA binding, fluorescence polarization, 90 min; activity, % at 10 µM; 370,000 tested, 0.79% active;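 active means activity above about 14%, limit read from the data; passing the limit was not always enough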;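 further: 0% = DMSO wells with 35 nM protein and 100% = DMSO wells with 750 nM protein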
The depositor's hits bear a star; . = no result given. A portion of the library. The share of hits here may be higher or lower than overall.

SMILES	TDP2 inh	PRMT1 inh	HTRA1 inh	PG9 binder	TCR CD3 inh	LEDGF integ inh	ABHD4 inh	rCAG binder	SIAE primary	NR1D1 modulator
O=C(NC1CCCCC1)C(c1ccc2ncccc2c1)N(Cc1ccco1)C(=O)c1ccc2c(c1)OCCO2 (configuration not stated)	-17	2	-6	-1.7	-7	2	-33	-1	-4	-8
c1ccc(-n2c(SCc3ccncc3)nnc2-c2ccco2)cc1	8	3	3	-1.0	0	1	3	-5	3	-4
O=C(CSc1nc2c(c(=O)n1-c1ccc(F)cc1)SCC2)NCc1ccco1	15	0	9	-1.7	-1	1	6	6	1	-2
CC1(C)N=C(N)NC(Nc2ccc(Cl)cc2)=N1	6	-1	2	1.0	-6	-1	-6	1	1	-3
COCCN(C(=O)CSc1nc2ccc(Cl)cc2[nH]1)c1c(N)n(Cc2ccccc2)c(=O)[nH]c1=O	-3	8	7	-2.5	0	-2	0	4	-7	-1
CCN(CC)CCNc1nc(C(F)(F)F)nc2c1nnn2Cc1ccccc1	-2	0	0	-0.1	-1	-6	-2	-11	-1	6
CCOC(=O)N1CCN(C(=O)c2ccc3c(=O)n(CCC4=CCCCC4)c(=S)[nH]c3c2)CC1	4	-1	0	-0.1	3	0	4	2	-3	2
O=C1CC(c2nc3ccccc3[nH]2)CN1c1ccccc1 (configuration not stated)	5	2	-1	-0.3	1	2	-4	2	3	-6
Cc1cc(C)c2nc(Cl)c(C3NC(=O)c4ccccc4N3)cc2c1 (configuration not stated)	0	-8	-13	-0.4	5	5	1	-1	7	2
O=C(CN1CCOCC1)Nc1ccccc1C(=O)Nc1ccccc1	-6	4	1	0.1	5	-3	5	-2	-4	-3
COC(=O)[C@]1(Cc2ccccc2)N[C@H](CN(C)S(=O)(=O)c2ccc(F)cc2)[C@@H]2C(=O)N(C)C(=O)[C@@H]21	-3	-3	6	-0.9	3	6	2	1	3	-4
CCn1nnnc1-c1ccc(OC)c(S(=O)(=O)Nc2ccc(C(=O)OC)cc2)c1	-7	-2	-4	2.3	-2	-1	-3	1	1	5
CCOC(=O)n1c(SCC(=O)N(CC)CC)nc2ccccc21	-7	-2	2	-1.1	3	1	3	0	0	1
Cc1cc(CNCc2cn(C)nc2-c2ccc(Oc3ccccc3)cc2)on1	-11	0	-6	-2.3	7	6	1	-6	3	-2
CS(=O)(=O)c1ccccc1C(=O)NC1CCCc2ccccc21 (configuration not stated)	1	-3	5	0.3	-4	0	3	0	1	4
Cc1cc(C)cc(N(C)S(=O)(=O)c2nnc(NC(=O)C(C)C)s2)c1	2	-2	3	1.4	2	3	-1	5	-3	0
COc1ccccc1Nc1ncc(C(=O)N2CCC(C(N)=O)CC2)c2ccccc12	0	-2	-2	-1.0	2	-2	-8	-2	3	-1
Cc1cc(NC(=O)c2cc(-c3ccccc3)on2)no1	-2	-2	1	0.6	4	1	0	-2	-2	-6
COc1cc(C(=O)NNC(=S)NC(=O)c2ccc(Cl)cc2)cc(OC)c1OC	-1	6	6	1.9	-3	3	-2	16	-3	-3
O=C(Nc1nnc(-c2ccccc2)o1)c1cccc(N2C(=O)CCC2=O)c1	-2	3	3	0.7	-3	0	5	3	1	-4
O=C(O)c1cc(-c2ccco2)[nH]n1	-1	14	13	0.5	6	15*	11	-3	-2	0
O=C(COC(=O)C12CC3CC(CC(Br)(C3)C1)C2)Nc1c(F)cccc1F	-1	0	-11	0.4	-1	-2	-6	2	-3	0
CCOC(=O)c1cccc(P(C)(C)=O)c1	-3	-2	2	-0.5	-2	2	4	-2	0	5
COc1ccc(N2CCC(CNC(=S)Nc3cccc(C)c3)C2)cc1 (configuration not stated)	-1	5	17	-7.2	0	1	11	8	6	7
O=c1ccc(NS(=O)(=O)c2ccccc2Cl)cn1Cc1ccc(Cl)c(Cl)c1	-1	4	-1	-3.0	9	-3	-1	12	1	-7
CCn1c(C)cc(/C=C2/NC(=O)N(Cc3ccccc3F)C2=O)c1C	6	4	-3	-1.1	1	-1	10	15	7	0
O=C(Nc1ccccc1)C1Cc2ccccc2CN1C(=O)c1ccco1 (configuration not stated)	1	8	-3	2.4	-12	4	4	12	-1	-3
CC(C)CCNC(=O)C1CCCN(S(=O)(=O)c2ccc(F)cc2)C1 (configuration not stated)	4	0	0	1.7	3	-3	0	0	23*	-7
Cc1ccc2oc(C(=O)N(CCO)Cc3ccccc3)c(C)c2c1	-6	-4	-5	-1.3	14	3	-8	-5	2	-1
CC(=O)c1ccc(NC(=S)NCCCN2CCOCC2)cc1	9	1	-12	0.1	-7	0	0	-1	-8	0
CSc1ncccc1C(=O)Nc1nc2ccc(F)cc2s1	2	-1	-7	-0.1	-6	2	-9	8	3	9
CCC(C)OC(=O)C1=C(C)O[C@]23OC(N)=C(C#N)[C@]12C(=O)c1ccccc13 (some centres not stated)	-1	-2	-5	1.3	0	1	-6	-2	5	0
CC(=O)Nc1ccc(NC(=O)CCC(=O)OCC(=O)c2ccc(C)c([N+](=O)[O-])c2)cc1	7	0	4	-1.5	-2	-3	-2	2	-3	0
CCn1c(=S)sc2c(=O)n(CC(=O)NCCCc3ccccc3)c(C)nc21	6	-3	-1	-1.1	-1	-1	1	1	4	-2
O=C(Nc1ccc(N2CCN(c3ccc(C(F)(F)F)cn3)CC2)nc1)c1cccs1	-4	6	7	0.0	-1	-2	3	0	-4	2
CCn1ncc([N+](=O)[O-])c1C(=O)n1nc(C)cc1C	2	1	1	-2.3	-5	-1	2	-3	8	4
Cc1cc(C(=O)CSc2nn3c(=O)c(C(C)(C)C)nnc3s2)c(C)n1-c1ccc(F)cc1	-2	-1	-1	1.6	-1	3	-1	16	-3	7
Cc1nn2c(N3CCCC3)c3c(nc2c1-c1ccccc1)CCC3	13	0	.	0.3	1	3	-2	0	6	7
CC(NC(=O)Cc1ccc(-c2ccccc2)cc1)c1ccccc1 (configuration not stated)	-11	5	-19	-0.4	-3	0	4	0	0	-4
COc1ccc(C2C(C(=O)c3sc(C)nc3C)=C(O)C(=O)N2CCCn2ccnc2)cc1OC (configuration not stated)	3	1	6	0.3	-3	1	4	-1	0	-1
CCN(CC)c1c([N+](=O)[O-])c(=O)n(C)c2ccccc12	9	0	-12	-1.3	-2	-5	-2	3	-5	-1
CCN(CC)C(=O)c1ccc2nc([C@H]3C[C@H](O)[C@@H](CO)O3)[nH]c2c1	5	3	.	-0.2	-6	5	-9	1	4	8
O=c1[nH]c2ccccc2n1Cc1ccccc1	5	-1	1	1.3	7	6	-4	2	-4	4
Cc1ccc2nc(-c3ccc(C#N)cc3)c(Cc3cccc(F)c3)n2c1	-4	3	.	-0.2	4	-1	-11	6	-9	-7
CCOC(=O)N1CCN(C(=O)C(CC(C)C)NC(=O)C2CCCCC2)CC1 (configuration not stated)	-11	1	-11	0.4	-2	-3	0	-12	7	-1

Ordered by SMILES length (falling): four of the compounds above
SMILES	TDP2 inh	PRMT1 inh	HTRA1 inh	PG9 binder	TCR CD3 inh	LEDGF integ inh	ABHD4 inh	rCAG binder	SIAE primary	NR1D1 modulator
Cc1cc(C(=O)CSc2nn3c(=O)c(C(C)(C)C)nnc3s2)c(C)n1-c1ccc(F)cc1	-2	-1	-1	1.6	-1	3	-1	16	-3	7
COc1ccc(C2C(C(=O)c3sc(C)nc3C)=C(O)C(=O)N2CCCn2ccnc2)cc1OC (configuration not stated)	3	1	6	0.3	-3	1	4	-1	0	-1
Cc1ccc2nc(-c3ccc(C#N)cc3)c(Cc3cccc(F)c3)n2c1	-4	3	.	-0.2	4	-1	-11	6	-9	-7
CCN(CC)c1c([N+](=O)[O-])c(=O)n(C)c2ccccc12	9	0	-12	-1.3	-2	-5	-2	3	-5	-1

Continuation:
SMILES	TDP2 inh	PRMT1 inh	HTRA1 inh	PG9 binder	TCR CD3 inh	LEDGF integ inh	ABHD4 inh	rCAG binder	SIAE primary	NR1D1 modulator
COc1ccccc1CCNC(=O)C(=O)NCC1OCCN1S(=O)(=O)c1ccc2c(c1)OCCO2 (configuration not stated)	-3	3	-5	-2.3	-2	-1	-5	-1	-3	3
COc1ccc(C2c3c(oc4ccccc4c3=O)C(=O)N2CCN2CCOCC2)cc1OC (configuration not stated)	11	-1	0	-1.7	10	2	-3	1	6	-3
Cc1cccc(NS(=O)(=O)c2cc(C(=O)OC(C)C(=O)NCc3ccc4c(c3)OCO4)ccc2C)c1 (configuration not stated)	-8	4	-46	1.3	0	-2	-16	11	-17	4
COc1ccc(-n2nc(C(=O)NCC(=O)NCCC3=CCCCC3)c3ccccc3c2=O)cc1	1	-1	-10	0.5	-3	8	2	-5	-1	1
Cc1ccc(C(=O)c2sc3nsc(C)c3c2N)cc1	-2	8	2	-1.9	5	1	6	6	2	3
CCCNc1c(NS(=O)(=O)c2c(F)c(F)c(F)c(F)c2F)c(=O)oc2ccccc12	-2	6	-1	-2.6	-3	-7	10	14	-1	-1
CS(=O)(=O)c1ccc(Cl)c(C(=O)NC2CCSc3ccccc32)c1 (configuration not stated)	3	1	-5	0.0	-5	-6	1	2	-1	-3
COc1cc(CCC(=O)NCC2CCCO2)cc(OC)c1OC (configuration not stated)	0	-2	-2	1.2	-5	-4	-1	-4	4	7
O=C(Nc1ccccc1)C12CC3CC(C1)CC(n1cnc([N+](=O)[O-])n1)(C3)C2	2	1	5	0.5	-2	-2	2	2	2	-4
Cc1cc(C)n(CCc2nc3c4ccccc4n(CC#N)c(=O)n3n2)n1	6	0	-3	2.2	-1	-1	1	-6	-5	-2
COc1cc(SC)ccc1C(=O)NCc1ccc(C)cc1	-12	-1	-20	-1.6	4	5	-11	-3	-5	2
CC(=O)NN1C(=O)c2ccc(Oc3cccc([N+](=O)[O-])c3)cc2C1=O	-3	1	-4	-3.2	2	-1	-7	4	0	1
C=CCNc1cc(=O)n(Cc2ccccc2)c(=O)[nH]1	-2	3	3	0.0	-10	-1	-5	-1	-2	-2
COc1cccc(Nc2ncccc2C(=O)Nc2ccccc2)c1	-17	-2	-59	-1.9	12	-2	-40	15	-12	9
Cc1occc1C(=O)N/N=C/C=C/c1ccccc1	-9	2	-4	-3.9	2	-7	4	-1	-4	-5
COc1cc(-c2nn3c(-c4ccccc4)nnc3s2)cc(OC)c1OC	-3	3	0	-0.3	-6	6	5	5	3	3
COc1ccc(Cn2c(O)c(C=Nc3ccc(O)cc3)c3ccccc3c2=O)cc1	-3	2	3	-0.4	4	-1	-13	22	16	12
COc1cc([C@H]2[C@@H]3CCCC[C@]3(O)CCN2Cc2ccccc2F)ccc1O	2	1	-5	-0.3	1	-2	3	-10	3	-5
Cc1[nH]c2ccccc2c1NC(=O)CN1CCN(C(=O)c2ccco2)CC1	1	-2	.	-1.2	-2	7	-9	-1	10	-3
NCCNC(=O)Cn1c(=O)c2c3c(sc2n(Cc2ccccc2)c1=O)CCCC3	-3	0	-6	-1.0	1	-4	3	15	-1	2
Cc1ccc(CCC(=O)Nc2ccc([N+](=O)[O-])cc2)o1	-7	4	-12	-0.1	-5	-8	0	-3	-6	-6
CC1Cc2ccccc2N1C(=O)CNCCCN(C)C (configuration not stated)	12	3	5	-0.1	0	1	13	0	3	-1

High-throughput results (PubChem)
